G6PDH CS: inhibits Leuconostoc G6PDH, flagging false hits in G6PDH-based assays. Purified L. mesenteroides G6PDH, diaphorase/resazurin coupled fluorescence, 45 min. inhibition, % at 5 µM. hit rate 0.12% among 200,000. AID 1020; in the data active = inhibition above about 50%
PPARg SRC1 recr: promotes SRC-1 coactivator recruitment by human PPARgamma; hit rate 0.41% among 200,000; PPARgamma-SRC-1 coactivator recruitment biochemical assay; AID 631; activation, % at 8 µM; P37231; in the data active = activation above about 19%;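 also: 0% = DMSO and 100% = reference agonist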
Target sequence (P37231 whole entry, looked up): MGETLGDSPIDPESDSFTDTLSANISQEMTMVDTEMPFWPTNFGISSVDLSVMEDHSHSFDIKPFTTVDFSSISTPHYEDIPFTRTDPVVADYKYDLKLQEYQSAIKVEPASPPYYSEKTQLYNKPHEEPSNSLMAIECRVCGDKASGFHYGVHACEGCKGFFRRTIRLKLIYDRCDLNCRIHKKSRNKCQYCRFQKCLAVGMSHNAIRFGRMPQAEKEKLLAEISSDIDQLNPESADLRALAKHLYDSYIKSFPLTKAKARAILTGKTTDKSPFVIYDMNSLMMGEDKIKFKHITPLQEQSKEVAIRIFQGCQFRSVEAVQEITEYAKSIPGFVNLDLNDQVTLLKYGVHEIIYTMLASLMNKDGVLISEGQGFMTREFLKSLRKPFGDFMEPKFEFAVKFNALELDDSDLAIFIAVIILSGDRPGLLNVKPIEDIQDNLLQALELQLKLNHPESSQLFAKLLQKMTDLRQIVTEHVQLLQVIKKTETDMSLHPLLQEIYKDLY
PMI activator: increases human mannose-6-phosphate isomerase activity | P34949 | purified human PMI, coupled resazurin fluorescence, 20 min; active compounds read high; 1 = vehicle control, 0 substrate-free wells | activation factor at 20 µM | hit rate 0.005% among 190,000 | AID 1214;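 active = activation factor of 2 or more at 20 µM, relative to plate controls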
Diaph act CS: diaphorase activation or chemical reduction counter-screen. Diaphorase/resazurin coupled assay, resorufin fluorescence, 16 min; active compounds read high; 1 = vehicle wells, 0 = NADH-free wells. activation factor at 20 µM. hit rate 0.005% among 190,000. AID 1229;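 active = diaphorase activity raised at least twofold by the compound at 20 µM; inactive = activation factor below 2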
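Material: Purified diaphorase enzyme from Clostridium kluyveri | Buffer or medium: 50 mM HEPES pH 7.4 with 4.542 mM MgCl2, 0.005% Tween 20 | Times: 16 min enzyme reaction, ambient temperature | Signal: Red resorufin fluorescence at 544/590 nm excitation/emission | Measure: Increased resorufin signal from activators or reducing compounds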
ROMK mod: modulators of human ROMK potassium channel; hit rate 2% among 130,000; Tet-inducible ROMK, thallium flux fluorescence; actives lie on both sides; B-score at 10 µM;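 active = signal ratio slope over the read window, or its plate-corrected B-score, at least 3 SD from the plate mean, either direction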;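 also: B-score of the F/F0 ratio slope over 7 to 12 s after thallium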
S1P3 antag: S1P3 (human) receptor antagonism; CHO S1P3 NFAT-BLA reporter, FRET fluorescence, antagonist mode; inhibition, % at 4.98 µM; hit rate 0.27% among 170,000; AID 485;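 active = inhibition above the plate cutoff, the mean inhibition of test wells on that plate plus 3 SD, cut at about 28% in these data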;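 also: cells challenged with S1P at its EC80 of 0.8 µM; blue over green emission ratio from cleaved BLA substrate after 4 h stimulation; 0% = S1P-stimulated wells and 100% = unstimulated DMSO-only wells; some compounds past the cut are filed as inactive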
Target sequence (Q99500 whole entry, looked up): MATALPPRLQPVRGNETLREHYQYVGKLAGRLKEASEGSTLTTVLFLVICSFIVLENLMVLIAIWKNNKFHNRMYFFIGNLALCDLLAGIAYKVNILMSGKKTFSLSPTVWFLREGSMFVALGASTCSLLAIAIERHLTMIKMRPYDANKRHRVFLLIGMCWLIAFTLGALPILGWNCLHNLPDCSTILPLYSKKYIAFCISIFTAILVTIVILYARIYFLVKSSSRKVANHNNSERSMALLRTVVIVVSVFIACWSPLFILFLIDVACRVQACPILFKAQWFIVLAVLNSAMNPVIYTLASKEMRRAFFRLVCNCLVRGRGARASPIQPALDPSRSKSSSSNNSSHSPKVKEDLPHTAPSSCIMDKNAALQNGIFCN
TR-FRET SRC-2 ct: flags TR-FRET format artefacts in PPARgamma SRC-2 recruitment agonist screen. TR-FRET artefact counter-screen; active compounds read high. hit rate 0.4% among 200,000. AID 1049. TR-FRET ratio at 8 µM; in the data active = TR-FRET ratio above about 2000; also: inactives centre near 1500
PMI act hi M6P: activators of human phosphomannose isomerase at near-saturating mannose 6-phosphate | P34949 | coupled PMI enzyme assay, resazurin fluorescence, 20 min; active compounds read high; 1 = untreated enzyme, 0 = substrate-free blank | activation factor at 20 µM | hit rate 0.34% among 190,000 | AID 1216;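 active = activation factor of 2 or more at 20 µM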
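Test system: Human PMI in coupled enzyme assay | Input: 15 ng/mL PMI | Medium: HEPES-buffered pH 7.4 with magnesium and detergent | Compound: One concentration, 20 µM, in 1% DMSO | Incubation: Enzyme reaction with compound 20 min at room temperature | Detection: Diaphorase-driven resazurin-to-resorufin fluorescence, excitation 544, emission 590 nm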
PPARg SRC3 recr: promotes SRC-3 coactivator recruitment by human PPARgamma | AID 731 | activation, % at 8 µM | biochemical PPARgamma/SRC-3 coactivator recruitment assay | hit rate 0.26% among 200,000 | P37231; in the data active = activation above about 23%;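 also: 0% = DMSO and 100% = reference agonist; some compounds past the cut are filed as inactive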
PPARg SRC-2 ag: PPARgamma-driven SRC-2 recruitment agonism | PPARgamma LBD-SRC-2 recruitment, biochemical | P37231 | activation, % at 8 µM | hit rate 0.34% among 200,000; in the data active = activation above about 22%;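 also: 0% = vehicle and 100% = reference agonist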
Diaph inh CS: diaphorase inhibition or chemical oxidation counter-screen. diaphorase resazurin-to-resorufin fluorescence, NADH, 16 min; bacterial (C. kluyveri) enzyme, not human. inhibition, % at 20 µM. hit rate 0.69% among 190,000;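 active = primary screen inhibition at 20 µM above a set limit, cut at about 50% in these data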;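 also: plate controls were DMSO with full reaction for no effect and wells lacking NADH for full effect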
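Assay system – diaphorase enzyme from Clostridium kluyveri · Amount – diaphorase 0.14 U/mL (working solution) · Times – reaction incubation of 16 min at room temperature · Controls – No-NADH positive control and DMSO neutral control · Signal – resorufin fluorescence 544/590 nm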
* = called active by the depositor; . = no result given. Compounds were not picked by outcome; about 3.3% have a hit in one of these screens.

SMILES	G6PDH CS	PPARg SRC1 recr	PMI activator	Diaph act CS	ROMK mod	S1P3 antag	TR-FRET SRC-2 ct	PMI act hi M6P	PPARg SRC3 recr	PPARg SRC-2 ag	Diaph inh CS
CCN1CCN(Cc2c(O)ccc3c(=O)c(-c4ccccc4OC)coc23)CC1	-3	0	0.9	0.9	-0.13	10	1546	1	1	5	7
OC1(c2ccccc2)CCN(Cc2ccccc2)CC1	-4	5	0.4	0.9	-0.57	5	1642	1	2	4	5
CCn1c(SCC(=O)Nc2sc3c(c2C#N)CCC(C(C)(C)C)C3)nnc1-c1ccco1 (stereo not given)	11	-2	0.8	0.8	0.69	.	1451	0.8	-5	0	20
O=C(O)c1ccccc1N/N=C\c1ccnc2ccccc12	4	2	1.1	0.8	-0.51	.	1517	1.1	15	7	17
COc1ccc(-c2nn(-c3ccccc3)cc2/C=C(/C#N)C(N)=O)cc1[N+](=O)[O-]	-10	6	0.8	0.8	.	1	1551	0.9	6	7	22
CCCCOC(=O)Cn1cnc2ccc(Br)cc2c1=O	4	7	1.1	0.9	.	9	1684	1	9	6	11
COCc1cc(C)nc(OCC(=O)N/N=C/c2ccc(C)o2)c1C#N	5	13	1.1	1	0.84	-13	1580	1.1	2	4	0
Cc1ccccc1CC1(CO)CCCN(Cc2ccc(C#CC(C)(C)O)cc2)C1 (stereo not given)	10	7	1	1.1	-0.006	-19	1540	1	3	9	-11
O=C1CSC(c2cccs2)N1c1ccccc1 (stereo not given)	4	-2	1	0.8	.	4	1626	0.9	1	-5	16
CC(=O)c1cccc(NC(=O)Cn2nc(-c3ccccc3Cl)ccc2=O)c1	0	7	1	0.9	-1.5	-10	1722	1	3	10	12
CCOCCCNc1nc(=S)[nH]c2cc(OC)c(OC)cc12	2	10	1	0.8	-0.29	-16	1619	1	7	10	22
Cc1cccc2cc3c(N)c(C#N)sc3nc12	5	6	0.8	0.7	.	12	1661	1	9	1	31
COc1ccc(C2N3CC4(C)CN2CC(C)(C3)C4)cc1OC (stereo not given)	10	1	1.1	1	.	.	1415	1	3	2	1
Cc1ccc(S(=O)(=O)NC(CC(=O)O)c2ccccc2)c(C)c1 (stereo not given)	4	12	1.2	1.1	.	-4	1750	1.2	12	3	-12
CCCc1ccc(C(=O)/C=C/N(C)C)cc1	10	6	0.9	0.8	1.4	2	1695	0.9	3	11	25
COc1ccc(CNc2nc(-c3cccnc3)nn2C(=O)c2cccs2)cc1	-1	2	0.9	0.8	.	-14	1564	0.9	-3	7	23
Cc1nn(-c2ccccc2)c2c1C(c1ccco1)C(C#N)=C(N)O2 (stereo not given)	8	1	1	0.9	0.057	-8	1549	0.8	-10	-4	14
O=C(c1cn(-c2ccccc2)nc1-c1cccs1)N(CCO)Cc1ccccc1	-2	4	0.9	0.8	-0.035	.	1566	1	6	11	16
CCOC(=O)C1CCN(S(=O)(=O)c2ccc(C)cc2)CC1	1	-4	1	0.9	-1.1	.	1575	1	2	-1	7
O=C1CC(c2ccc3c(c2)OCO3)Sc2nc3ccccc3n21 (stereo not given)	0	5	0.9	0.9	.	-56	1605	1	-13	6	10
CC1SC(=Nc2ccccc2)N(S(=O)(=O)c2ccccc2)C1=O (stereo not given)	-1	5	1.1	0.9	-0.056	-7	1637	1.1	1	9	8
CSc1nc(N2CCCC2)c2c(c1C#N)CC(C)(C)OC2	14	6	0.9	0.8	0.45	.	1696	1	-1	4	15
C/C(=N/NC(=O)Cc1ccccc1)c1ccc(C)s1	-1	-1	1.1	0.9	-0.75	0	1508	1	-5	-2	7
CN(C)S(=O)(=O)N1CCN(CC(O)COc2ccc3cc(Br)ccc3c2)CC1 (stereo not given)	-1	8	1	1	.	20	1593	1	7	3	1
COc1ccc(CCn2c(C)cc(C(=O)CSc3nc(N)cc(=O)[nH]3)c2C)cc1	3	7	0.9	0.8	.	.	1466	1	-10	-2	19
Cc1c(NC(=O)COC(=O)c2ccccc2Cl)c(=O)n(-c2ccccc2)n1C	-5	7	1.1	1	0.25	1	1791	1	-2	-2	-2
CCCCNC(=O)C(=O)N/N=C/c1ccc(OCC(=O)Nc2cccc(OC)c2)c(OC)c1	1	9	1	1	-0.54	4	1878	1.1	7	2	1
COC(=O)c1c(NC(=O)c2nc3ccccc3s2)sc2c1CC(C)(C)NC2(C)C	10	6	0.8	1.1	.	-17	1518	0.9	4	2	-5
CCOc1ccc2c(c1)n([O-])c1c([n+]2=O)CCCC1	9	-1	0.4	0.6	.	.	1323	0.5	-3	4	42
COC(=O)c1ccc(NC(=O)c2ccc(OC(C)=O)c(OC)c2)cc1	-3	-4	1	0.9	-0.1	-6	1699	1	8	-1	5
O=C(CSc1nnc(-c2ccncc2)n1Cc1ccco1)Nc1ccccc1Cl	2	4	0.9	0.9	.	-21	1520	1	-6	1	15
C[C@@H](C(=O)OCC(=O)NCCc1ccc(S(N)(=O)=O)cc1)N1C(=O)C2CCCCC2C1=O (stereo not given in full)	7	1	1.1	1	0.42	-7	1486	1.1	-3	4	0
O=[N+]([O-])c1ccc(N2CCN(S(=O)(=O)c3ccccc3)CC2)cc1NCCN1CCOCC1	-45	4	0.8	0.9	.	.	1377	0.8	13	6	14
O=C1Nc2c(c(=O)[nH]c(=O)n2Cc2ccccc2)C1(NS(=O)(=O)c1ccccc1)C(F)(F)F (stereo not given)	11	5	1.1	0.9	0.025	3	1621	1	2	3	13
COC(=O)/C(=C1/Oc2cc3c(cc2S1)OCO3)C(F)(F)F	0	10	1	0.9	2.2	-38	1577	1	6	9	8
CC(=O)Nc1ccc(S(=O)(=O)Oc2ccc(C(=S)N3CCC(O)CC3)cc2)cc1	18	-6	0.9	0.8	-1.6	-12	1259	0.9	-2	0	15
COCCNC(=O)c1c(CSc2ccc(F)cc2)noc1C(=O)NCc1ccccc1	1	0	1	0.8	-0.69	.	1447	1.1	-5	-1	16
CCc1nnc(NC(=O)CSc2nnc(-c3ccccc3OC)n2-c2ccc(C)cc2)s1	-1	7	1	0.9	0.42	.	1553	1	5	6	10
O=C(COC(=O)Cc1ccc(Br)cc1)NC12CC3CC(CC(C3)C1)C2	0	0	1	0.8	-1.1	.	1486	1	-7	2	18
CCCCC(=O)Nc1cccc(NC(=O)c2cccc(Br)c2)c1	-5	-7	1.1	1.2	0.14	9	1470	1.1	-1	3	-16
O=C(CSc1nccc(=O)[nH]1)N1CCCc2ccccc21	11	4	0.8	0.9	.	2	1588	0.8	13	4	14
Cc1ccc(CSC2=NCCN2C(=O)c2ccco2)cc1	0	-2	0.9	1	.	2	1373	1	-14	-1	0
O=C(COC(=O)c1cccc(S(=O)(=O)N2CCOCC2)c1)Nc1nc(-c2ccccc2Cl)cs1	10	9	0.9	0.9	.	.	1499	1	3	2	14
C=CCc1ccc(OCCOCCN(C)C)c(OC)c1	6	10	1	0.9	-0.094	.	1557	1	1	4	13
Cc1ccc(C)n1-c1ccccc1N	11	7	0.7	0.7	.	.	1613	0.4	4	0	30
COc1ccc(C2=NN(C(=O)c3cccs3)C(O)(C(F)(F)F)C2)cc1 (stereo not given)	2	8	0.8	0.8	.	17	1304	0.9	2	3	21
Cc1cc2ccccc2n2c(SCC(=O)NCc3cccs3)nnc12	2	-1	1	0.9	0.63	.	1544	1	5	1	11
COc1ccc(NC(=O)Cn2cnc3c(cnn3C(C)(C)C)c2=O)cc1OC	16	-4	1	0.9	0.33	8	1562	1	-4	7	5
O=C(NCc1ccco1)C(c1cccs1)N(Cc1ccccc1)C(=O)Cn1nnc2ccccc21 (stereo not given)	-4	1	1	0.8	.	-9	1608	0.9	-6	4	18
CCC(C)NS(=O)(=O)c1ccc(NS(C)(=O)=O)cc1 (stereo not given)	0	9	1	0.9	.	24	1603	1	3	11	6
CCc1cc2c(COC(=O)c3c(C)noc3C)cc(=O)oc2cc1O	-2	-1	1	0.8	-0.16	-12	1368	1	-1	-5	19
CCOC(=O)Cn1c(=O)oc2cc(S(=O)(=O)NCc3ccccn3)ccc21	-1	1	1	0.9	.	-12	1636	1.1	0	0	12
Cc1cc(Oc2ccc(OCC(N)=O)nn2)nc(Cl)n1	6	-2	1	0.9	-1.4	-11	1578	1	3	-4	10
CCOC(=O)c1sc(N)c(C(=O)OC)c1C	14	0	0.9	0.9	-0.85	-13	1735	1	2	7	8
CCOc1ncccc1C(=O)Nc1cccc(Cl)c1Cl	-4	5	1	0.9	-0.17	-7	1769	1	2	3	9
COc1ccc(-c2nn(-c3ccccc3)cc2/C=C(\CC(=O)O)c2nc3ccccc3s2)cc1OC	3	2	1.1	0.8	0.88	1	1535	1.1	4	3	21
CCOC(=O)N1CCN(C(=O)c2cn(-c3ccc(C)c(C)c3)c(=O)c3ccccc23)CC1	4	5	0.9	0.8	.	.	1501	0.9	0	8	18
Cc1ncc(C23CC4CC(CC(C4)C2)C3)[nH]1	5	6	1	0.9	.	16	1698	1	2	2	14
NS(=O)(=O)c1cccc(NC(=O)CSc2ncc(C(F)(F)F)cc2Cl)c1	5	-3	0.8	0.8	-0.54	-17	1515	0.8	-1	-1	21
CC1(C)NC(=O)N(CCOc2cccc(Cl)c2Cl)C1=O	-3	-4	0.9	0.9	-0.16	9	1573	0.9	19	12	9
O=C(N/N=C/c1ccc(N2CCCCC2)o1)C(O)(c1ccccc1)c1ccccc1	3	1	0.9	0.7	0.32	-2	1616	0.9	1	0	27

Exported bar-delimited: part of the list above
Compound | G6PDH CS | PPARg SRC1 recr | PMI activator | Diaph act CS | ROMK mod | S1P3 antag | TR-FRET SRC-2 ct | PMI act hi M6P | PPARg SRC3 recr | PPARg SRC-2 ag | Diaph inh CS
CC1(C)NC(=O)N(CCOc2cccc(Cl)c2Cl)C1=O | -3 | -4 | 0.9 | 0.9 | -0.16 | 9 | 1573 | 0.9 | 19 | 12 | 9
CCOc1ncccc1C(=O)Nc1cccc(Cl)c1Cl | -4 | 5 | 1 | 0.9 | -0.17 | -7 | 1769 | 1 | 2 | 3 | 9

Grouped by structure, the entries above containing a tert-butyl group
SMILES	G6PDH CS	PPARg SRC1 recr	PMI activator	Diaph act CS	ROMK mod	S1P3 antag	TR-FRET SRC-2 ct	PMI act hi M6P	PPARg SRC3 recr	PPARg SRC-2 ag	Diaph inh CS
CCn1c(SCC(=O)Nc2sc3c(c2C#N)CCC(C(C)(C)C)C3)nnc1-c1ccco1 (stereo not given)	11	-2	0.8	0.8	0.69	.	1451	0.8	-5	0	20
COc1ccc(NC(=O)Cn2cnc3c(cnn3C(C)(C)C)c2=O)cc1OC	16	-4	1	0.9	0.33	8	1562	1	-4	7	5
